CDK5 inh = CDK5/p35 (human) kinase inhibition; Recombinant CDK5/p35, ADP-Glo luminescence, 60 min; Q00535+Q15078; inhibition, % at 10 µM; 330,000 compounds, 0.01% hits;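 active = highest replicate inhibition of at least 50% and at least 75% of replicates reaching 50%; inconclusive = only one of the two criteria met; inactive = both criteria failed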;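 note: plate controls were DMSO neutral control for no effect and GW8510 at 10 µM for full effect; many of its hits are not listed in these tables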
Target sequence (Q00535 whole entry, looked up): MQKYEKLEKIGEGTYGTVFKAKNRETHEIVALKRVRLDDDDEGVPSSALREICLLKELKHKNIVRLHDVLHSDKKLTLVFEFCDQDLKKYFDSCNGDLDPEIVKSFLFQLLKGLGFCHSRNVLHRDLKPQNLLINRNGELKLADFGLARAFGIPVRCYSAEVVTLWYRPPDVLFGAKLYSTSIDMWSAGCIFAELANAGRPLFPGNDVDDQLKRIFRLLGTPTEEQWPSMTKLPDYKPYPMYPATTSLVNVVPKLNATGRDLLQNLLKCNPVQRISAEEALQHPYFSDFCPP
Target sequence (Q15078 whole entry, looked up): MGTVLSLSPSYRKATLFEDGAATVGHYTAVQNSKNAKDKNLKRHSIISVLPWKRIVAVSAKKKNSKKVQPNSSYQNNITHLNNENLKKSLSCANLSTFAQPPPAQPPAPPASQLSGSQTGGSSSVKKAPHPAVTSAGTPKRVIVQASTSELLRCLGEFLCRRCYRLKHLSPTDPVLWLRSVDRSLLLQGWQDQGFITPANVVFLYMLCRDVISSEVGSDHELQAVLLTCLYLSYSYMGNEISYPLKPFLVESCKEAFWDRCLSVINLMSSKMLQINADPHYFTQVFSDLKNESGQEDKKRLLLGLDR
SUMO Mot1 rescue = blocks SUMOylation pathway, rescuing yeast Mot1-301 growth. AID 2716. growth rescue, % at 18.8 µM. 320,000 compounds, 1% hits. S. cerevisiae Mot1-301 growth rescue, ATP luminescence, 38.5C; percent above DMSO median, 100 means doubled;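 active = every valid replicate shows activation above 250% relative to neutral control wells; inactive = the rest, any valid replicate at or below 250%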;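 note: OY570 slx delta 5 strain wells were the positive control but not used for scaling; some compounds called inactive have numbers as strong as hits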
Rtt109 Vps75 = C. albicans Rtt109 histone acetyltransferase inhibition; Q5AAJ8; purified Rtt109/Vps75, ThioGlo CoA-SH fluorescence, 4 h; inhibition, % at 34.9 µM; 330,000 compounds, 0.16% hits;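 active = inhibition of at least 50% in every replicate; inconclusive = best replicate reaches 50% inhibition but some replicates fall short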
NSD2 inh = blocks human histone methyltransferase NSD2; O96028; NSD2 peptide methylation, AlphaScreen, 120 min; inhibition, % at 12.5 µM; 310,000 compounds, 0.54% hits; in the data active = inhibition above about 50%
C-LANA FP = KSHV C-LANA DNA binding inhibition; 340,000 compounds, 0.078% hits; inhibition, % at 9 µM; MBP-C-LANA/FAM-LBS DNA binding, fluorescence polarization;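 active = highest replicate inhibition at or above 60% at 9 µM, even if other replicates fall short; inactive = all replicates below 60% inhibition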;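 note: 0% = neutral control wells and 100% = 4 µM acridine orange control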
dFosB activator = enhances mouse delta FosB homodimer DNA binding; 340,000 compounds, 0.99% hits; purified delta FosB, TAMRA-CDK5 oligo fluorescence polarization; percent of positive-control signal above neutral wells; activation, % at 25 µM; P13346;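 active = mean activation above about 17%, with every replicate also reaching it, limit read from the data, passing the limit was not always enough; inconclusive = only one of the two conditions met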;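 note: fluorescence polarization rise as delta FosB binds a TAMRA Cdk5 AP-1 oligo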
Target sequence (P13346 whole entry, looked up): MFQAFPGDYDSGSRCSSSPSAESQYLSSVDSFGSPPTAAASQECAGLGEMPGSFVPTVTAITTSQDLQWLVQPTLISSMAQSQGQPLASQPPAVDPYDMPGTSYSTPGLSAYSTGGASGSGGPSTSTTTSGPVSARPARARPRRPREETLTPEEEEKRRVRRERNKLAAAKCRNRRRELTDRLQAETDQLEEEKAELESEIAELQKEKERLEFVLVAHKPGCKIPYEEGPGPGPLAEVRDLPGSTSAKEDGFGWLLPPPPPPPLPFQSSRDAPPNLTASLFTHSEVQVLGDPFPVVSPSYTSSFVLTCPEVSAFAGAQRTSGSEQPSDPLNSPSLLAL
Cardiac RTF inh = cardiac RTF calcium desensitization. IANBD-labeled cardiac RTF, Ca2+ fluorescence. AID 493244. P19429+P45379. 340,000 compounds, 0.12% hits. inhibition, % at 7.15 µM;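 active = inhibition above the mean inhibition of all tested compounds plus 3 SD, cut at about 17% in these data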;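 note: assay run at fixed EC70 calcium of 1.6 mM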
cardiac RTF act = cardiac RTF calcium sensitization | 340,000 compounds, 0.24% hits | AID 493008 | IANBD-labeled TnC RTF fluorescence at EC20 calcium; 0% EC20 calcium, 100% full calcium | activation, % at 7.2 µM;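 active = activation above the mean over all tested compounds plus 3 SD, cut at about 30% in these data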;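 note: rise in fluorescence read as greater calcium sensitivity of cardiac thin filaments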
PfHsp90 set2 = growth inhibition of yeast expressing Plasmodium Hsp90; S. cerevisiae expressing PfHsp90, BacTiter-Glo ATP, 48 h; yeast lacking PDR1 and PDR3 efflux regulators; inhibition, % at 9.4 µM; 310,000 compounds, 0.32% hits;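 active = every replicate shows inhibition above about 80%, whatever the replicate mean, limit read from the data; inconclusive = mean inhibition reaches the set limit but some replicate falls short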;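 note: 0% = DMSO neutral controls and 100% = 20 µM radicicol positive controls; yeast relying on Plasmodium falciparum Hsp90 in place of its own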
Keap1 Nrf2 FP = disrupts human Keap1 binding to Nrf2 peptide. Keap1 Kelch-Nrf2 peptide fluorescence polarization, 1536-well. AID 504523. inhibition, % at 9.4 µM. Q14145. 340,000 compounds, 0.15% hits; in the data active = inhibition above about 12%; inconclusive = no clear call, values can overlap the other calls; inactive = below about 7.3%;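 note: human Keap1 Kelch domain with fluorescein labeled Nrf2 9mer peptide probe; 0% = neutral control wells and 100% = peptide positive control; higher means more block of Keap1 binding to Nrf2 peptide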
PvdQ inh = blocks Pseudomonas aeruginosa PvdQ acylase activity; 340,000 compounds, 0.063% hits; inhibition, % at 10 µM; purified PvdQ acylase, fluorescence plate reader; in the data active = inhibition above about 30%, passing the limit was not always enough; inconclusive = no clear call, values can overlap the other calls;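 note: 0% = vehicle neutral wells and 100% = reference inhibitor wells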
The depositor's hits bear a star; i = inactive; ? = inconclusive; . = no result given; + = active, no number; & = joins results of further samples.

compound	CDK5 inh	SUMO Mot1 rescue	Rtt109 Vps75	NSD2 inh	C-LANA FP	dFosB activator	Cardiac RTF inh	cardiac RTF act	PfHsp90 set2	Keap1 Nrf2 FP	PvdQ inh
Cc1ccc(NS(=O)(=O)c2ccc(Cl)c(C(=O)Nc3ccccc3-c3nc4ccccc4[nH]3)c2)cc1C	-0.5	-2	22	-3	-0.1	1	-5	8	1	-3	17
CSc1sccc1/C=N/O	0.7	-22	-8	-4	-1.5	1	-4	-2	-7	-2	-12
CCOC(=O)c1cn(CC)c2ccc(S(=O)(=O)N3CCC(C)CC3)cc2c1=O	0.7	8	6	0	-0.5	-7	-8	1	-2	-4	-7
CCOC(=O)Cc1cnc(NC(=O)CSc2nc(C(C)C)cc(=O)[nH]2)s1	0.3	285	-4	0	1.3	0	0	-3	22	-7	-12
CN1CCN(S(=O)(=O)c2ccc(SCCOc3ccccc3)nc2)CC1	-0.3	14	2	0	0.2	-5	-1	-6	.	-1	-6
COCCCNC(=O)Cn1c(=O)n(CC(=O)N2CCCCC2)c(=O)c2sccc21	-1.0	114	-4	0	-1.0	1	4	-2	23	1	-16
COCCNC(=O)CSc1nc2ccc(N3CCOCC3)cc2c(=O)n1CCc1ccccc1	-2.4	-14	-5	6	-0.7	-1	7	-1	44	0	-6
Cc1cc(NC(=O)C2=C(O)c3ccccc3S(=O)(=O)N2C)no1	-1.1	1	5	.	-0.8	4	5	3	-8	1	-5
Cc1c(Cl)cccc1NC(=O)CCN1CCC(C(N)=O)CC1	1.2	-30	-8	14	-3.0	2	-8	2	-2	-5	3
COc1ccc(-c2ccc(=O)n(CC(=O)Nc3nnc(C(C)C)s3)n2)cc1OC	1.1	i	-5	10	0.5	4	-12	0	-28	-2	-11
O=c1c2c3c(sc2nc2n1CCCCC2)C(O)CCC3 (stereo not given)	0.7	13	1	-2	-1.8	-15	-14	3	45	-4	-9
CCNc1ccc2noc3c2c1C(=O)c1ccccc1-3	-0.4	0	-1	-2	65*	-322	i	+	-8	21*	-4
CC(C)(C)n1nnnc1C(c1ccc(Cl)cc1)N1CCCc2ccccc21 (stereo not given)	-0.4	60	1	9	-1.5	-2	7	10	.	-1	-12
CCOC(=O)C(NCCCCl)c1ccccc1 (stereo not given)	-0.2	-10	2	-1	2.8	7	2	2	1	1	-14
Cc1ccc(C(=O)c2c3ccc(N)cc3nn2CCC(N)=O)cc1	-0.2	-25	-14	.	-0.5	-4	1	0	-17	-2	-6
COC(=O)CSc1nc(COc2ccccc2)nc2ccccc12	-1.7	15	-1	-2	1.6	-12	-6	-7	-4	4	-2
Cc1c(NC(=O)C2CCCN2C(=O)c2cccs2)c(=O)n(-c2ccccc2)n1C (stereo not given)	0.4	-13	11	0	3.4	5	-4	-4	-13	3	-14
CCCCCCCNC(=O)C1(CC2CC(c3ccccc3)=NO2)CCN(C(=O)c2ccccc2)CC1 (stereo not given)	-0.4	-2	10	.	0.7	-14	-13	2	-10	0	-13
COc1cc(C(=O)N/C(=C\c2cn(C)c3ccccc23)C(=O)NCCCO)cc(OC)c1OC	5.4	-4	9&6	.	0.1	-4	-16	-2	6	-2	8&10
COC(=O)C(C)Oc1ccc(-c2nccc(-c3ccc(F)cc3)n2)cc1 (stereo not given)	-0.1	13	-4	-1	0.2	-28	-4	3	-24	-3	-11
COC(=O)C(C(=O)OC)c1ncc(C(F)(F)F)cc1Cl	2.1	6	-5	0	-0.8	8	-20	5	22	-3	-3
O=c1[nH]c2ccccc2nc1CCc1ccccc1	0.9	-13	-9	-6	2.0	-3	-10	-1	17	0	-11
CCOc1ccccc1CNC(=O)C1CCN(C(=O)N2CC(C)Oc3ccc(C)cc32)CC1 (stereo not given)	0.3	-1	19	.	-1.3	3	-1	2	12	-2	3
COc1ccc(S(=O)(=O)N(C)c2ccc(C(=O)NCc3ccncc3)cc2)cc1	-0.7	-4	-9	.	0.4	-10	-6	-3	12	-7	6
CCC(C)Nc1nc2c(c(=O)n(C)c(=O)n2C)n1Cc1ccc(F)cc1 (stereo not given)	0.8	31	1	.	-1.6	0	-5	5	19	-5	-12
COc1cc(C(=O)NCC(=O)OCCN2C(=O)c3ccccc3C2=O)cc(OC)c1OC	-0.9	-8	1	.	0.1	-4	1	5	.	-6	-3
Cc1ccc(C)c(NC(=S)NC23CN4CN(CN(C4)C2)C3)c1	-3.2	-9	-13	.	-1.7	-4	-2	-5	18	-4	-14
CC(=O)c1ccc(S(=O)(=O)Nc2ccc(-c3ccc4nnc(C)n4n3)cc2)cc1	-0.2	-3	-6	.	1.9	-14	-2	-1	.	2	3
Clc1ccc(-c2cnc3n2CCC3)cc1	-4.6	29	2	3	0.9	-7	-1	3	19	-3	-8
O=C(Nc1cc(C(=O)N2CCCC2)ccc1N1CCCC1)c1ccccc1	-0.8	1	3	-3	-0.8	-4	0	-4	-39	0	-7
Cc1cc(C)c2c(N)c3ccccc3nc2n1	-0.8	-13	i	.	-1.8	31*	-7	1	-18	-5	-19
COC(=O)C1CCN(S(=O)(=O)CCNC(=O)c2ccc3c(c2)OCO3)CC1	1.6	20	1	-1	-0.3	-5	-10	-4	19	-5	-16
CC(C)(C)n1c(O)c2ccc(C(=O)N=NC(=O)c3ccccc3)cc2c1O	-0.3	113	-12	1	0.5	3	-8	1	0	-3	-6
Cc1ccc(C(=O)NCCc2nnc3ccc(NCc4ccc5c(c4)OCO5)nn23)cc1	-0.5	15	-1	.	2.5	51*	5	0	7	0	-3
O=C1CCCN1CC(O)CS(=O)(=O)Cc1ccc(Cl)cc1Cl (stereo not given)	0.7	-18	-2	-2	-1.8	1	-3	-1	10	0	-5
Cc1nnc(SCC(=O)Nc2ccc3c(c2)COC3=O)n1-c1ccccc1	-2.7	-7	-18	.	1.7	-3	-1	2	-8	-6	-6
COc1cc(C(=O)Nc2ccc(S(=O)(=O)N3CCCCC3C)cc2)cc(OC)c1OC (stereo not given)	0.3	8	-3	20	1.6	-2	3	-3	2	3	-10
CCCn1nc(C(=O)NNC(=O)Cc2ccc(S(=O)(=O)N3CCOCC3)s2)c2ccccc2c1=O	1.7	30	24	-2	1.7	-2	-11	-9	1	-1	4
CCSC1=C(C#N)C(c2cccc(O)c2)CC(=O)N1 (stereo not given)	0.8	2	-13	.	-0.6	4	-7	0	8	4	-2
CCOc1ccc(NC(=O)C2CCN(c3nnnn3-c3ccccc3)CC2)cc1	-1.9	4	6	-2	0.9	-5	6	4	19	-2	-5

Complete entries from above:
O=C1CCCN1CC(O)CS(=O)(=O)Cc1ccc(Cl)cc1Cl (stereo not given) is listed as CDK5 inh = 0.7; SUMO Mot1 rescue = -18; Rtt109 Vps75 = -2; NSD2 inh = -2; C-LANA FP = -1.8; dFosB activator = 1; Cardiac RTF inh = -3; cardiac RTF act = -1; PfHsp90 set2 = 10; Keap1 Nrf2 FP = 0; PvdQ inh = -5
CCCCCCCNC(=O)C1(CC2CC(c3ccccc3)=NO2)CCN(C(=O)c2ccccc2)CC1 (stereo not given) is listed as CDK5 inh = -0.4; SUMO Mot1 rescue = -2; Rtt109 Vps75 = 10; NSD2 inh = .; C-LANA FP = 0.7; dFosB activator = -14; Cardiac RTF inh = -13; cardiac RTF act = 2; PfHsp90 set2 = -10; Keap1 Nrf2 FP = 0; PvdQ inh = -13

Following part
compound	CDK5 inh	SUMO Mot1 rescue	Rtt109 Vps75	NSD2 inh	C-LANA FP	dFosB activator	Cardiac RTF inh	cardiac RTF act	PfHsp90 set2	Keap1 Nrf2 FP	PvdQ inh
Cc1ccc(SC[C@H](CC(C)C)N2CCN(C)CCC2=O)cc1	0.6	.	-1	.	0.1	-4	1	3	5	-5	-4
Cc1ccc(C)c(NC(=O)CN(C)C(=O)CN2C(=O)NC3(CCc4ccccc43)C2=O)c1 (stereo not given)	0.6	195	0	-3	-2.4	-10	-7	0	3	2	-14
CCCN1CCC(N(C)CCc2ccc(OC)c(OC)c2)CC1	0.2	39	.	4	-1.0	2	0	-3	-18	-1	-1
CCC(C)[C@H](NC(=O)N1CCn2c1nc1ccccc12)C(=O)NCCc1ccccc1 (stereo not given in full)	.	78	-1	-2	-0.6	-6	-6	3	-16	0	-13
Cn1cc(CCC(=O)N2CCCC(C(=O)c3cccc4ccccc34)C2)cn1 (stereo not given)	2.5	-4	-2	4	-2.8	-1	-16	-3	-1	3	2
CC(=O)Nc1cccc(N/C(N)=N/c2nc(C)cc(C)n2)c1	-2.7	22	12	-4	-0.9	4	9	1	9	-2	3
O=C(OCC(=O)N1CCN(S(=O)(=O)c2ccc(Cl)cc2)CC1)C1CC1	-0.9	.	-1	0	-0.2	-12	-9	7	17	-2	-7
O=C1C2C3C=CC(C4CC34)C2C(=O)N1/N=C/c1ccc(-c2ccc([N+](=O)[O-])cc2)o1 (stereo not given)	1.9	2	3	4	0.9	0	-14	4	-17	-3	-12
CN(C)C(=O)N1CCN(S(=O)(=O)c2ccc3ccccc3c2)CC1	1.0	-23	4	0	-2.1	-4	2	4	-9	-5	16
O=C(NC(Cc1ccccc1)C(=O)O)c1cccnc1Cl (stereo not given)	0.6	-13	-35	1	-0.2	-11	-10	-2	1	1	-5
COc1nc(-c2ccccc2)ncc1S(=O)(=O)c1ccccc1	0.3	240	?	-3	-0.6	-4	2	0	23	-1	8
C=CCn1c(SC(C)C(=O)Nc2ccc(F)c(F)c2F)nnc1C1CC1 (stereo not given)	0.7	3	8	-13	-0.2	2	-2	9	-3	-3	6
CC(=O)Nc1ccc(OCC(=O)NCCc2ccccc2)cc1	-0.3	-3	-12	-4	1.2	6	9	2	-9	1	-7
CCc1ccc(NC(=O)C2=CC(c3ccc(OC)cc3)=NS(=O)(=O)N2C)cc1	-3.7	9	-2	.	-1.7	-3	-4	3	-4	-7	-6

An excerpt from above in order of their number in NSD2 inh, highest first:
molecule	CDK5 inh	SUMO Mot1 rescue	Rtt109 Vps75	NSD2 inh	C-LANA FP	dFosB activator	Keap1 Nrf2 FP	PvdQ inh
COc1cc(C(=O)Nc2ccc(S(=O)(=O)N3CCCCC3C)cc2)cc(OC)c1OC (stereo not given)	0.3	8	-3	20	1.6	-2	3	-10
Cc1c(Cl)cccc1NC(=O)CCN1CCC(C(N)=O)CC1	1.2	-30	-8	14	-3.0	2	-5	3
O=C(OCC(=O)N1CCN(S(=O)(=O)c2ccc(Cl)cc2)CC1)C1CC1	-0.9	.	-1	0	-0.2	-12	-2	-7
CCOC(=O)C(NCCCCl)c1ccccc1 (stereo not given)	-0.2	-10	2	-1	2.8	7	1	-14
CCOc1ccc(NC(=O)C2CCN(c3nnnn3-c3ccccc3)CC2)cc1	-1.9	4	6	-2	0.9	-5	-2	-5
CC(=O)Nc1cccc(N/C(N)=N/c2nc(C)cc(C)n2)c1	-2.7	22	12	-4	-0.9	4	-2	3

Source: PubChem (several laboratories)
